Nrf2 inh – inhibitors of Nrf2 signaling; AID 504444; A549 ARE-Fluc reporter, luciferase luminescence, 18-24 h; Potency, µM (doses to about 46 µM), for inactives: at the top dose activity change, negative = inhibition, usual class: inhibitors; actives 2.1% (n = 360,000); further: on the % scale 0 is the no-effect control and ±100 the full control effect; nearly all actives have a fitted effect of over 60% in size
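A549 ARE_Fluc cells, 5000/well, 5% FBS OPTI-MEM; compounds in dose-response, 18-24 h at 37 °C/5% CO2; CellTiter-Fluor viability read (Ex 405/Em 525), then BugLite luciferase luminescence = Nrf2 activity.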
MCF10A rerep – induces DNA re-replication in MCF 10a normal breast cells | MCF 10A DNA re-replication, Hoechst nuclear intensity, 48 h | Potency, µM (top dose mostly 46.1 µM), inactives show top-dose activity, positive = re-replication, usual class: activators | actives 2.9% (n = 350,000) | AID 624296; further: % of control where 0% means no effect; nearly all actives have a fitted effect of over 50% in size
A549 viability – A549 cytotoxicity, counter-screen for Nrf2 inhibitors; AID 504648; Potency, µM (series often up to 46 µM), inactives show top-dose activity change, negative = cytotoxicity, usual class: inhibitors; actives 0.16% (n = 390,000); A549 ARE-Fluc cells, CellTiter-Fluor viability, 18-24 h; further: on the % scale 0 is the no-effect control and ±100 the full control effect
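Cytotoxicity counterscreen: CellTiter-Fluor fluorescence was measured in A549 ARE_Fluc cells after 18-24 h of compound exposure in a concentration series. The subsequent BugLite luminescent read reports ARE-luciferase activity.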
Nrf2 ARE act – Nrf2 pathway activation; AREc32 ARE-luciferase reporter (MCF7-derived line), luminescence, 24 h; Potency, µM (top dose mostly 46.1 µM), for the others: top-dose activation, most hits filed as activators; actives 0.31% (n = 410,000); further: % of control where 0% means no effect; nearly all actives have a fitted effect of over 65% in size
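Luciferase luminescence (Steady-Glo, 30 min at room temperature) served as the read-out of ARE activation in AREc32 cells treated with compounds for 24 hr at 37 deg C.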
HepG2 tox – counter-screen for TGF-b inhibitors: cytotoxicity in HepG2 cells | HepG2 CAGA-GFP viability, ATP luminescence, 18 h | Potency, µM (series often up to 46.1 µM), for inactives: at the top dose activity change, negative = cytotoxicity, most hits filed as cytotoxic | actives 0.76% (n = 410,000); further: some results filed as inactive show a strong effect at the top dose
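HepG2 CAGA-GFP cells (1000/well, DMEM with 1% FBS) received compound, then TGF-beta at 500 pg/mL final, and were incubated 18 hours at 37 degrees C. Viability was read by CellTiter-Glo luminescence. Media-only wells were set as complete cell-killing and DMSO as no toxicity.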
ATXN2 expr inh – inhibitors of ATXN2 expression; HEK-293 ATXN2-luciferase reporter, luminescence, 24 h; Potency, µM (doses to about 57 µM), without a hit: at the top dose activity change, negative = inhibition, actives largely listed as inhibitors; actives 0.72% (n = 360,000); further: on the % scale 0 is the no-effect control and ±100 the full control effect; nearly all actives have a fitted effect of over 55% in size
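qHTS (up to 57 uM final) was run with 24 h compound exposure of reporter cells at 37 °C. Each well was multiplexed: SteadyGlo luminescence measured ATXN2-luciferase expression after a fluorogenic Gly-Phe-AFC viability readout (25 uM final).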
S2 tox – reduces viability in counter-screen for ATXN expression inhibitors; actives 0.49% (n = 400,000); AID 651635; S2 cells (HEK-293 line with an ATXN2-luciferase reporter) viability, CellTiter-Fluor protease fluorescence, 24 h; Potency, µM (highest dose often 56.7 µM), actives largely listed as cytotoxic; further: nearly all actives have a fitted effect of over 40% in size
TGFb inhibitor – TGF-b pathway inhibition | HepG2 CAGA-GFP TGF-b/SMAD3 reporter, GFP fluorescence, 18 h; TGF-beta stimulated, 500 pg/mL final | Potency, µM (top dose mostly 46.1 µM), without a hit: at the top dose activity, negative = inhibition, usual class: inhibitors | actives 1.2% (n = 410,000); further: on the % scale 0 is the no-effect control and ±100 the full control effect; nearly all actives have a fitted effect of over 65% in size
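HEPG2 CAGA-GFP cells (1000/well, DMEM with 1% FBS) were pre-incubated 2 h at 37 degrees C, given compound by pin tool, then stimulated with TGF-beta at 500 pg/mL final for 18 h before per-cell GFP fluorescence imaging.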
EPAC2 antagonist – antagonists of human EPAC2. Q8WZA2. EPAC2 GEF exchange of Rap1B-BODIPY-GDP, fluorescence. Potency, µM (highest dose often 114 µM), for the others: at the top dose activity, negative = inhibition, most hits filed as inhibitors. actives 0.18% (n = 360,000). AID 720708; further: on the % scale 0 is the no-effect control and ±100 the full control effect; nearly all actives have a fitted effect of over 45% in size; many of its hits are not listed in these tables
Target sequence (Q8WZA2 whole entry, looked up): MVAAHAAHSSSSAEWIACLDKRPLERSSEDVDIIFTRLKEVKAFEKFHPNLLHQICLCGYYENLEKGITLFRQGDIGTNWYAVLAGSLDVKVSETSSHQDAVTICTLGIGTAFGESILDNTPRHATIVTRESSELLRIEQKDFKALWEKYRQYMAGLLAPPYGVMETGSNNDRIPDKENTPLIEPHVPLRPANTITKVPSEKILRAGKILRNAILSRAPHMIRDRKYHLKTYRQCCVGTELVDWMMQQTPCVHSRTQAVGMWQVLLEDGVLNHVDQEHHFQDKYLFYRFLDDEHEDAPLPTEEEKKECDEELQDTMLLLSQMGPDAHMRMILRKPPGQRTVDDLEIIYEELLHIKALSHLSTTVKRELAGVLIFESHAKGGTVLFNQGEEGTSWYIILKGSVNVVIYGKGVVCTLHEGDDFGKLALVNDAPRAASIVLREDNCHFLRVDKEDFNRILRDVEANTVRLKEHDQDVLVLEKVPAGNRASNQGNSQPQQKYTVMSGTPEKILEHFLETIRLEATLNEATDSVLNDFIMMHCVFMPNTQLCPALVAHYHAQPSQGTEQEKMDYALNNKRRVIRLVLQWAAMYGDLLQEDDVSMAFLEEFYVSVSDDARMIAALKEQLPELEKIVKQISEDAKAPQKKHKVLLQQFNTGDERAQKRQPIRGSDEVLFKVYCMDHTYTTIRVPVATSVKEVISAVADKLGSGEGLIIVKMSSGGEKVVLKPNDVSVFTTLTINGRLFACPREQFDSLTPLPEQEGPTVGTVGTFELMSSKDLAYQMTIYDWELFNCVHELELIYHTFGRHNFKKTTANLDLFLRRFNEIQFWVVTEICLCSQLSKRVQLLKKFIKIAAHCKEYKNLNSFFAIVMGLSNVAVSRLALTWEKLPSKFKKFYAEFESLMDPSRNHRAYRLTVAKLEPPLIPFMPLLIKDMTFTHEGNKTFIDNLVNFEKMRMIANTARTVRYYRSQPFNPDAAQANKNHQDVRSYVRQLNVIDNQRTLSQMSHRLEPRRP
An asterisk follows results filed as active; i = inactive; ? = inconclusive; . = not tested or not shown; & = joins results of further samples; [ ] = remark or other dose. The call rests on the fitted dose curve; in most records, active means well fitted curve in the direction sought with a large enough effect; inconclusive means small, poorly fitted or top-dose-only effect, or another doubt; inactive means no such curve, though single readings can be large; an effect the other way counts as inactive or inconclusive. Potency means the concentration at half of the fitted maximal effect. This is a subset; the hit share may differ from the screen's.

SMILES	Nrf2 inh	MCF10A rerep	A549 viability	Nrf2 ARE act	HepG2 tox	ATXN2 expr inh	S2 tox	TGFb inhibitor	EPAC2 antagonist
CCOC(=O)c1c(Oc2ccc(C(C)=O)cc2)nnc(-c2ccccc2)c1-c1ccccc1	?	.	-1%	3.8%	-4%	?	?	?	.
COc1cc(OC)c(C(=O)OCC(=O)Nc2cccc(S(=O)(=O)NC3=NCCCCC3)c2)cc1OC	-24%	0%	-3%	-0.3%	2%	-4%	i	-2%	9%
CCCCN1CC2=C(C1=O)C(c1ccc(O)cc1)NC(=O)N2C (configuration not stated)	-5%	2%	0%	0.3%	-35%	-7%	i	?	-1%
Cc1c(F)cccc1NS(=O)(=O)c1ccc2c(c1)c(C)cc(=O)n2C	-4%	1%	14%	4.4%	-20%	.	i	-4%	-14%
CCOC(=O)CSCC(=O)N1CCC(Cc2ccccc2)CC1	-3%	-6%	-2%	-0.7%	-2%	-16%	i	2%	-8%
CN(C)C(CNC(=O)c1cc(S(=O)(=O)N(C)c2ccc(F)cc2)ccc1Cl)c1cccs1 (configuration not stated)	-29%	24%	9%	-0.4%	2%	-7%	i	-10%	-1%
Cc1c(C=O)c2ccccn2c1C(=O)c1cccs1	-11%	0%	0%	4.4%	3%	9%	i	0%	4%
CCOC(=O)N1CCC(N2C(=O)c3ccccc3C2Nc2cc(OC)c(OC)c(OC)c2)CC1 (configuration not stated)	?	-2%	5%	0.3%	-23%	3%	i	4%	-3%
CCC(c1ccc(O)cc1)C(CC)c1ccc(O)cc1 (configuration not stated)	-26%	?	0%	6.4%	-61%	?	i	?	-26%
CN(Cc1cccc(F)c1)C(=O)c1ccc(NS(=O)(=O)c2ccc3[nH]c(=O)[nH]c3c2)cc1	3%	1%	6%	-0.2%	0.28µM*	-15%	i	-16%	-3%
COc1ccc2cc(C(=O)C3CCCN(C(=O)c4cccnc4)C3)ccc2c1 (configuration not stated)	-22%	0%	1%	0.3%	-8%	8%	?	-27%	-9%
Cc1nc(-c2ccc(Cl)cc2)sc1C1(C)CC(c2ccc(F)cc2)=NO1 (configuration not stated)	?	10µM*	0%	-0.7%	4%	26%	i	?	3%
Cc1cccc(C(=O)N2CCN(c3ccc([N+](=O)[O-])c(NCc4ccco4)c3)CC2)c1	.	-13%	?	4.0%	-1%	-14%	i	?	-3%
CC(=O)c1cccc(NC(=O)C(C)n2c(=O)cc(C)c3c(C)nn(-c4ccccc4)c32)c1 (configuration not stated)	?	.	-2%	-0.6%	1%	0%	i	2%	.
CCOC(=O)CSC1=C(C#N)C(c2ccc(F)cc2)C(C(C)=O)=C(C)N1 (configuration not stated)	?	6%	0%	0.0%	0%	2%	i	0%	-11%
Brc1ccc2c(c1)C(c1cccs1)=NNC(c1cccnc1)=N2	?	3%	?	-0.6%	18%	-8%	i	?	-2%[57.1 µM]
N#Cc1cccc(Nc2ncnc3c2cnn3-c2cccc(Cl)c2)c1	.	.	-1%	3.2%	5%	20%	i	0%	.
COc1ccc(S(=O)(=O)N2CCN(C(=O)c3cccs3)CC2)cc1	.	3%	1%	-0.4%	-7%	-18%	i	-1%	2%
Cc1ccc(CCC(=O)Nc2ccc(Cl)cc2)o1	4%	-4%	0%	-0.2%[9.22 µM]	1%	15%	i	3%	0%
CCn1ccnc1CN(C)C(=O)CCc1nnc(CCCc2ccccc2)o1	17%	-5%	4%	-0.3%	11%	18%	i	-8%	13%

The last 5 entries of the part before open the next one.
SMILES	Nrf2 inh	MCF10A rerep	A549 viability	Nrf2 ARE act	HepG2 tox	ATXN2 expr inh	S2 tox	TGFb inhibitor	EPAC2 antagonist
Brc1ccc2c(c1)C(c1cccs1)=NNC(c1cccnc1)=N2	?	3%	?	-0.6%	18%	-8%	i	?	-2%[57.1 µM]
N#Cc1cccc(Nc2ncnc3c2cnn3-c2cccc(Cl)c2)c1	.	.	-1%	3.2%	5%	20%	i	0%	.
COc1ccc(S(=O)(=O)N2CCN(C(=O)c3cccs3)CC2)cc1	.	3%	1%	-0.4%	-7%	-18%	i	-1%	2%
Cc1ccc(CCC(=O)Nc2ccc(Cl)cc2)o1	4%	-4%	0%	-0.2%[9.22 µM]	1%	15%	i	3%	0%
CCn1ccnc1CN(C)C(=O)CCc1nnc(CCCc2ccccc2)o1	17%	-5%	4%	-0.3%	11%	18%	i	-8%	13%
O=C(NC(Cc1ccccc1)C(=O)Oc1ccc2c(C(F)(F)F)cc(=O)oc2c1)OCc1ccccc1 (configuration not stated)	11%	1%	3%	3.1%	-14%	-10%	.	?	-1%
COc1ccc(C(C(O)C(=O)c2c[nH]c3ccccc23)N2CCN(c3ccc(OC)cc3)CC2)cc1 (configuration not stated)	7%	13%	-5%	0.0%	-4%	-21%	?	-12%	-5%
COc1cc(C(=O)NCCC(=O)NCCN2CCCCCC2)cc(OC)c1OC	.	-14%	-2%	-0.5%	1%	-13%	i	-9%	10%
COc1ccccc1OCCCCOc1ccccc1C(C)=O	?	9%	0%	3.2%	-5%	-1%	i	0%	-20%
O=C(COc1ccccc1Cc1ccccc1)NCCCN1CCOCC1	8%	15%	-3%	0.5%	-9%	-6%	i	-13%	12%
Cc1ccc(CSc2ncc(Cl)c(C(=O)NCc3ccccc3)n2)cc1	-19%	.	-3%	-0.8%	-1%	.	.	1%	.
CN1CCN(Cc2c(O)ccc3cc(-c4ccccn4)c(=O)oc23)CC1	3%	23µM*	?	2.3%	-1%	-10%[11.3 µM]	.	2%	-1%
c1ccc2c(c1)nnn2-c1ccncc1	.	.	.	-2.0%	-12%	.	i	-5%	8%
Cc1nn2c(-c3ccco3)ccnc2c1-c1ccc(Br)cc1	?	.	-3%	9.1%	-10%	19%	i	8%	.
CC(=O)N1c2ccccc2C(=O)C1N(C)c1ccc(C)cc1 (configuration not stated)	-12%	9%	7%	4.3%	4%	-1%	i	14%	-12%
CCN1C(=O)c2ccccc2S(=O)c2ccc(C(=O)NCCN(CC(C)C)CC(C)C)cc21 (configuration not stated)	-6%	18%	-1%	-0.1%	-1%	-7%	i	0%	-8%
Cc1ccc(N(CC#N)C(=O)CS(=O)(=O)c2cccc([N+](=O)[O-])c2)cc1	-4%	?	2%	3.0%	-4%	-2%	i	4%	-1%
O=C(CSc1ncc2c(n1)-c1cc(Cl)ccc1N(Cc1ccccc1F)S2(=O)=O)Nc1cccc(C(F)(F)F)c1	0%	.	7%	4.1%	-29%	7%	i	-13%	.
CC(=O)N1c2ccccc2C(=O)C1N1CCN(c2ccccc2)CC1 (configuration not stated)	?	.	-3%	3.7%	1%	.	.	0%	.
Cc1cc(C)n(C(=O)Cc2cn3ccsc3n2)n1	22%	-5%	-4%	0.0%	5%	6%	i	7%	0%[57.1 µM]
CC1CC(=O)C2=C(C1)Nc1nc3ccccc3n1C2c1cccnc1 (configuration not stated)	-5%	-1%	2%	-0.7%	-36%	-24%	i	?	-10%
CCCC(=O)Nc1nc2ccc(NC(=O)c3ccccc3F)cc2s1	?	6.5µM*	-26%	3.2%	-16%	-12%	i	-3%	-2%
C=CCSC1=N/C(=C\c2ccsc2)C(=O)S1	8%	-5%	-6%	6.9%	4%	-13%	i	-30%	-26%
Cc1cc(C)cc(NC(=O)CN(c2cccc(C)c2C)S(=O)(=O)c2ccccc2)c1	2%	.	16%	1.2%	-35%	12%	i	0%	.
Fc1cccc(NC(=S)Nc2cccnc2)c1	-12%	-40%[inhibitor]	0%	0.8%	-6%	-20%	?	0%	2%
Cc1[nH]c2ccccc2c1C(=O)C(=O)N1CCN(C(=O)c2ccco2)CC1	4%	-2%	-5%	-0.7%	0%	-9%	i	13%	9%
O=C(CSc1nnc(COc2ccc(Cl)cc2)o1)N1c2ccccc2CCc2ccccc21	?	?	-17%	-0.2%	1%	-8%	i	-9%	-4%
O=C1c2cccc3cccc(c23)C(=O)N1OS(=O)(=O)c1ccc(Br)cc1	20%	-2%	-7%	7.8%	17%	-8%[11.3 µM]	i	0%	-9%
COc1ccccc1C/C(N)=N/O	-1%	1%	-1%	-0.1%	5%	-6%	?	?	-5%
O=C(Cc1ccc(O)cc1)NCCNC(=S)NCc1ccccc1	-1%	?	2%	1.9%	9%	-13%	i	?	13%
Cc1cc(CNC(=O)COc2ccccc2F)c2ccccc2n1	?	7%	-19%	2.5%	-24%	-23%	i	8%	?
Cc1ccc(C(=O)NCC(=O)OCC(=O)N(CC(C)C)c2c(N)n(Cc3ccccc3)c(=O)[nH]c2=O)cc1C	-2%	-1%	0%	0.2%	3%	5%	i	1%	-9%
CC(C)C[C@H]1CNC(=O)C(=O)N1C[C@@H]1CCCN1C[C@H](Cc1ccccc1)N1C[C@H](CC(C)C)N(CCc2ccccc2)C(=O)C1=O	.	.	.	2.9%	.	-17%	?	.	-8%
C=C(C)C(=O)Nc1cccc(C2=NOC3(C2)C[C@@H](C(N)=O)N(C(=O)c2ccc(Cl)cc2)C3)c1 (some centres not stated)	9%	14%	5%	0.3%	23%	12%	i	4%	24%
COc1ccc2c(c1)c(=O)oc1cc(O)ccc12	-36%	6%	0%	3.1%	-14%	8%	.	7%	2%
CCN1CCN(c2cc3c(cc2F)c(=O)c(S(=O)(=O)c2ccccc2)cn3C)CC1	3%	3%	-9%&-6%	-0.1%&0.5%	-2%&6%	-10%&-8%	i	-12%&-7%	-2%
Cc1cc(C(=O)N/N=C2\CCCC(=O)C2)c(C)o1	-17%	-11%	1%	-0.4%	6%	-21%	i	-5%	3%
CC(C)C(=O)Nc1ccccc1OCc1cc(=O)n2ccccc2n1	.	.	0%	4.0%	14%	.	.	1%	.
COCCn1c(=O)[nH]c2cc(C(=O)NC3CCCCCC3)ccc2c1=O	?	13%	-1%	0.2%	-7%	4%	i	-1%	4%

High-throughput results: PubChem, National Center for Advancing Translational Sciences (NCATS)
